Assay outcomes: PubChem BioAssay, several laboratories
iPSC survival up: enhancers of single-cell hiPSC survival, primary screen, ATPlite luminescence. 100% = ROCK inhibitor wells, 0% = DMSO. survival enhancement, % at 20 µM. 0.044% of 360,000 active; in the data active = survival enhancement above about 18%;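 also: cells exposed to compounds for 16 hours before the ATP read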
Vif inh: HIV Vif self-association inhibitors, primary screen, imaging, HEK293T, single point. HEK293T cells, Vif self-association by quenched fluorescence, 24 h. inhibition, % at 7.49 µM. 0.35% of 340,000 active; in the data active = inhibition above about 50%, passing the limit was not always enough; also: some results filed as inactive read as strong as hits
Peg3 promoter: Peg3 promoter-driven luciferase inhibitors, primary screen, cell-based, HeLa, luciferase luminescence; HeLa PEG-Prom luciferase reporter, overnight; inhibition, % at 20 µM; 1.7% of 360,000 active; AID 588405, 2011;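 active = inhibition of at least 50% at 20 µM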
PDI turbidity: inhibitors of human PDI, primary screen, biochemical, turbidity, single point, plate reader; Protein disulfide-isomerase (Homo sapiens), P07237; PDI insulin aggregation turbidity, A650, 90 min; inhibition, % at 10 µM; 0.052% of 350,000 active;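 active = mean inhibition across replicates of 30% or more, whatever share of single replicates reach that level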;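 also: absorbance from insulin aggregation driven by PDI reduction with DTT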
Target sequence (P07237 whole entry, looked up): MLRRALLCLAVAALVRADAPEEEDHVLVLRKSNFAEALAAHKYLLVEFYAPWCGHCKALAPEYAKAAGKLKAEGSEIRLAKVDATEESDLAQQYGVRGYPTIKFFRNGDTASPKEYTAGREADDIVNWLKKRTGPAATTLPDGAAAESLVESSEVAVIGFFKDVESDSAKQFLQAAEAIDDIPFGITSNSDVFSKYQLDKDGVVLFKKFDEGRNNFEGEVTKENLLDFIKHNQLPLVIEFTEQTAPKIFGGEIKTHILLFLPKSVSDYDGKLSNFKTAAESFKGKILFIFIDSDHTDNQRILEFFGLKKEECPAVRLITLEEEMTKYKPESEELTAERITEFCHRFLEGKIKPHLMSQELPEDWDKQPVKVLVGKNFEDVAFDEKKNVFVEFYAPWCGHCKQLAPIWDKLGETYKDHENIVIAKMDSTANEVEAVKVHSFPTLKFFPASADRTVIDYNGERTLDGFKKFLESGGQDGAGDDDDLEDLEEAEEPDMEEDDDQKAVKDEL
HIF-2a block: HIF-2a reporter inhibitors, primary screen, luminescence, 786-0 RCC cells | 786-0 RCC cells HIF-2a reporter, luciferase luminescence, overnight | inhibition, % at 18.8 µM | 0.72% of 360,000 active | AID 624352, 2012;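 active = inhibition of the luminescence signal of 40% or more relative to plate controls, in a single-dose primary screen at 18.75 µM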
NR2E3 ag-1: NR2E3 agonists in two-hybrid cells, primary screen, cell-based, luminescence, CHO-S, Gal4-NCOR/VP16-NR2E3; inhibition of corepressor binding, % at 3.98 µM; Photoreceptor-specific nuclear receptor (Homo sapiens), Q9Y5X4; AID 602229, 2012; luciferase; 0.35% of 360,000 active;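 active = inhibition above the mean of all tested compounds plus 3 SD, cut at about 70% in these data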;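 also: 0% = DMSO with NR2E3 transfected cells and 100% = cells lacking NR2E3 construct; higher means lower luciferase signal from less NR2E3 corepressor binding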
Target sequence (Q9Y5X4 whole entry, looked up, the tested form may be a part): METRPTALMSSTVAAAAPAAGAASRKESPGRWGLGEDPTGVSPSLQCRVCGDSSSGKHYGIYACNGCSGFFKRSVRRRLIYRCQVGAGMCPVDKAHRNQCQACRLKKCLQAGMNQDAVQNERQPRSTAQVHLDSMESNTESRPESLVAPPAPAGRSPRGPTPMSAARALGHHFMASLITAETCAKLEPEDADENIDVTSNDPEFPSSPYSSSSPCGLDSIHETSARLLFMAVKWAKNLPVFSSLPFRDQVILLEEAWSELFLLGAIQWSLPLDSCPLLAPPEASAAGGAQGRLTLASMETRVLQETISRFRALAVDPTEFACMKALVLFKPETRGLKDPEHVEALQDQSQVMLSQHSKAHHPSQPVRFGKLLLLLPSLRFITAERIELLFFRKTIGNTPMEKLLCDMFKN
NR2E3 ag-2: inhibitors of NR2E3-RetCOR corepressor binding, primary screen, NR2E3 agonist project, biochemical, TR-FRET, GST-NR2E3, biotin-RetCOR; Photoreceptor-specific nuclear receptor (Homo sapiens), Q9Y5X4; 1536-well; inhibition of corepressor binding, % at 4.78 µM; 0.12% of 320,000 active; AID 2300, 2010;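 active = percent inhibition above the cutoff of mean plus 3 SD of all tested compounds, set per screening campaign, cut at about 20% in these data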;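 also: 0% = DMSO wells and 100% = biotin wells as full block of FRET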
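Material: NR2E3–RetCOR corepressor complex / Incubation: Compound–protein incubation for 5 h at 4 °C / Dosing: compound at 4.8 µM, single dose / Detection: time-resolved FRET / Benchmarks: high control biotin, low control 0.6% DMSO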
TRPM1 prom inh: inhibitors of MITF-dependent TRPM1 promoter reporter, primary screen, cell-based, SK-MEL-5, single point, luciferase | SK-MEL-5 TRPM1 promoter luciferase, 24 h | inhibition, % at 12.5 µM | 0.83% of 330,000 active | AID 488899, 2010;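 active = mean inhibition across replicates of 60% or more, whatever share of single replicates reaches that level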; also: values of inactives mirror those of a sister screen read the other way
aDG glyco act: activators of alpha-DG glycosylation, primary screen, uHTS, Pro5-aDG cells, AlphaScreen; AID 624168, 2012; activation, % at 10 µM; alpha-DG glycosylation AlphaScreen (IIH6); 0% Pro5, 100% B10-LARGE cell signal; 0.22% of 360,000 active;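 active = activation of at least 8% versus controls, or a plate z-score of at least 8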;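 also: Pro5 are CHO cells carrying HIG-tagged alpha-DG that lacks glycosylation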
Granule exo inh: LAMP-1 surface exposure blockers, TALL-104 cells – cell-based, flow cytometry, MLPCN library, primary screen; TALL-104 LAMP-1 surface exposure; cells stimulated with thapsigargin and PMA; inhibition, % at 10 µM; 0.66% of 360,000 active; AID 651702, 2012;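 active = inhibition above about 55%, limit read from the data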
CaV13 FRET inh: Primary screen for inhibitors of IQ motif and Ca2+-dependent inactivation inhibitor domain binding in CACNA1D, Förster resonance energy transfer in living cells, … | inhibition, % at 12.3 µM | 0.098% of 340,000 active | HEK cells, CFP/YFP FRET ICDI-IQ, plate reader, 10 min; percent FRET-ratio fall versus neutral wells;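 active = mean replicate inhibition of at least 30% and at least 1% of replicates passing that level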;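 also: 0% = median of the neutral control wells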
* marks the source's active call; other numbers are inactive results; · = not tested or not shown. An unsorted share of the library. Share with any hit: about 3.5%.

SMILES	iPSC survival up	Vif inh	Peg3 promoter	PDI turbidity	HIF-2a block	NR2E3 ag-1	NR2E3 ag-2	TRPM1 prom inh	aDG glyco act	Granule exo inh	CaV13 FRET inh
CC1CCN(C(=O)c2ccc3c(c2)OCO3)CC1	1.2	5	-13	-4	-30	-36	-1	-1	0.0	1	·
Cn1cnc2cc(OC(=O)c3ccccc3)ccc21	-0.8	1	-59	-3	-44	16	0	-24	0.0	5	-9
Cn1c(N)c(C(=O)COC(=O)Cc2ccc(Cl)cc2Cl)c(=O)n(C)c1=O	-0.4	19	-10	-3	-4	-8	·	-6	-0.1	2	·
O=C(COc1cccc2ccccc12)N1c2ccccc2CCc2ccccc21	-0.6	0	19	13	17	0	1	5	0.3	29	-4
Cc1ccc(C(C)CCN2CCC(n3nccc3NC(=O)c3ccccc3)CC2)o1 (configuration not stated)	-0.3	·	8	-4	3	-10	-2	-6	0.0	-3	-3
COc1cc(C(=O)Nc2scc(-c3ccccc3)c2C(=O)O)cc(OC)c1OC	0.0	0	-1	-2	19	-18	8	6	0.0	-5	-5
Clc1ccc2nncn2n1	4.2	-1	11	-45	12	23	4	2	-0.2	0	-16
COc1ccc(C(CNC(=O)Nc2ccc(Cl)cc2)N2CCN(C)CC2)cc1 (configuration not stated)	-0.2	-2	-41	1	-42	-1	0	-14	0.0	6	-5
CC1CCCC(NC(=O)COC(=O)CCC(=O)c2ccc(F)cc2)C1C (configuration not stated)	2.0	5	6	-3	12	-8	·	-5	0.0	-35	-5
CCc1nc2ccc(C(=O)NCCCn3ccnc3)cn2c1N(C)C(=O)C1CCCCC1	3.0	4	-3	6	2	12	·	·	-0.1	-2	-6
Cc1ccc(-n2ncc3c2CCCC3NC(=O)c2cnccn2)cc1C (configuration not stated)	0.1	-10	14	1	18	8	·	23	0.8	-2	-6
Cn1cnc(S(=O)(=O)N2CCN(C(c3ccc(F)cc3)c3ccc(F)cc3)CC2)c1	-0.5	-2	15	2	10	-7	2	2	-0.1	1	-4

Grouped by structure, the entries above containing fluorine (2)
SMILES	iPSC survival up	Vif inh	Peg3 promoter	PDI turbidity	HIF-2a block	NR2E3 ag-1	NR2E3 ag-2	TRPM1 prom inh	aDG glyco act	Granule exo inh	CaV13 FRET inh
CC1CCCC(NC(=O)COC(=O)CCC(=O)c2ccc(F)cc2)C1C (configuration not stated)	2.0	5	6	-3	12	-8	·	-5	0.0	-35	-5
Cn1cnc(S(=O)(=O)N2CCN(C(c3ccc(F)cc3)c3ccc(F)cc3)CC2)c1	-0.5	-2	15	2	10	-7	2	2	-0.1	1	-4

(cont.)
SMILES	iPSC survival up	Vif inh	Peg3 promoter	PDI turbidity	HIF-2a block	NR2E3 ag-1	NR2E3 ag-2	TRPM1 prom inh	aDG glyco act	Granule exo inh	CaV13 FRET inh
COc1ccc(CCN(Cc2ccccn2)C(=S)Nc2cccc(SC)c2)cc1OC	0.0	12	0	9	17	-1	3	-3	-0.4	-1	-6
CCS(=O)(=O)c1ccc(-c2csc(-c3ccccc3)n2)c(Cl)c1Cl	0.7	·	-97	-1	-142	-26	-3	-14	0.9	0	·
O=c1c2[nH]c3cccc(Cl)c3c2ncn1CC1CCCO1 (configuration not stated)	-0.8	1	-28	2	32	-15	-2	-3	0.0	-1	-15
COc1cc(COc2ccc(S(=O)(=O)N3CCOCC3)cc2[N+](=O)[O-])ccc1OC(F)F	1.3	57*	8	-11	10	-3	·	11	1.1	4	-3
COc1cc(S(=O)(=O)N(Cc2cccc(OC)c2OC)CC2CCCO2)ccc1-n1cnnn1 (configuration not stated)	-0.5	1	8	1	16	-4	-3	2	-0.1	5	-2
Cc1ccc(C(=O)COC(=O)CNC(=O)Cc2ccccc2)cc1[N+](=O)[O-]	-1.2	6	-3	-2	12	-11	0	11	0.1	-2	-3
O=C(O)CSc1nnc(Cn2c(=O)sc3ccccc32)n1-c1cccc(Cl)c1	0.2	14	-4	-26	10	4	3	16	-0.3	-2	·
CCOC(=O)C1=C(N)OC2=C(C(=O)CCC2)C1c1ccccc1OC (configuration not stated)	4.0	0	3	3	1	-13	1	8	0.6	15	-5
Cn1c(N)c(C(=O)CSc2nnc(C3CC3)n2Cc2ccccc2)c(=O)n(C)c1=O	1.0	0	-3	1	10	8	·	-1	-0.1	9	-17
O=C(Nc1ccc(Cl)cc1)c1nc[nH]c1C(=O)NCCN(CCNC(=O)c1[nH]cnc1C(=O)Nc1ccc(Cl)cc1)CCNC(=O)c1[nH]cnc1C(=O)Nc1ccc(Cl)cc1	-2.7	-4	101*	2	-42	-14	·	40	-0.4	-2	·
O=S(=O)(Nc1ccc2cn[nH]c2c1)c1ccc(Cl)s1	-0.8	-1	16	7	23	-14	2	7	-0.1	3	-20
COc1ccc(CN(CC(=O)NCc2ccccc2)C(=O)c2csnn2)cc1	1.0	-1	-1	3	10	29	-2	·	0.0	5	-3
COc1cc(S(=O)(=O)N(CCc2ccccc2)Cc2cccs2)ccc1-n1cnnn1	-1.2	·	3	-3	-2	-34	2	-2	-0.1	0	-5
O=C(CSc1nc2ccccc2[nH]1)N1CCN(C(=O)c2ccco2)CC1	0.2	0	6	11	-2	-34	0	8	0.1	-4	-6
COc1cc(Cl)ccc1OCc1cc(C(=O)N2CCCCCCC2)no1	-0.7	-12	-76	-6	-128	-52	-1	-4	0.5	-4	-5
Cc1cc(C)n(CC(O)Cn2c3ccccc3c3ccccc32)c(=O)n1 (configuration not stated)	5.3	10	11	-10	13	-7	-1	13	0.2	4	·
Cc1ccc(C(=O)Nc2nnc(S(=O)(=O)N3CCCCCC3)s2)cc1	0.5	·	-9	-4	-42	19	5	-4	0.2	-3	-5
CSc1cc(-c2ccco2)oc1C(=O)c1ccco1	0.3	-1	17	6	15	-5	3	5	-0.1	2	-2
O=C(COc1ccccc1F)Nc1ccc(N2CCOCC2)cc1N1CCOCC1	-0.4	0	15	-4	-5	15	·	10	-0.2	-1	-7
COc1ccc(Cl)cc1NC(=O)Nc1ccc(C(=O)N2CCCC2)cc1	0.0	-21	-66	13	-99	-49	3	-10	0.5	-10	-3
COc1cccc(-c2cc(C(F)(F)F)n3ncc(C(=O)O)c3n2)c1	1.7	23	3	-5	9	-23	2	3	0.0	1	·
OC(COC(c1ccc(F)cc1)c1ccc(F)cc1)CN1CCCC1 (configuration not stated)	0.3	1	-9	6	9	-1	-3	-4	0.3	9	-19
COc1ccccc1NC(=O)COc1ccc(/C=N/NC(=O)CSCc2ccc(Cl)cc2)cc1	-3.5	-30	5	-1	14	7	1	-2	1.3	-5	-6
Cc1cccc(C)c1NC(=O)CN(C)C(=O)c1ccccc1Cc1ccccc1	-0.2	27	9	5	18	-6	1	6	-0.1	-10	-4

Profiles as entered above. Values in the order: iPSC survival up, Vif inh, Peg3 promoter, PDI turbidity, HIF-2a block, NR2E3 ag-1, NR2E3 ag-2, TRPM1 prom inh, aDG glyco act, Granule exo inh, CaV13 FRET inh
OC(COC(c1ccc(F)cc1)c1ccc(F)cc1)CN1CCCC1 (configuration not stated) across the screens: 0.3, 1, -9, 6, 9, -1, -3, -4, 0.3, 9, -19
O=C(CSc1nc2ccccc2[nH]1)N1CCN(C(=O)c2ccco2)CC1 across the screens: 0.2, 0, 6, 11, -2, -34, 0, 8, 0.1, -4, -6
Cc1ccc(C(=O)Nc2nnc(S(=O)(=O)N3CCCCCC3)s2)cc1 across the screens: 0.5, ·, -9, -4, -42, 19, 5, -4, 0.2, -3, -5
COc1cc(Cl)ccc1OCc1cc(C(=O)N2CCCCCCC2)no1 across the screens: -0.7, -12, -76, -6, -128, -52, -1, -4, 0.5, -4, -5
O=C(COc1ccccc1F)Nc1ccc(N2CCOCC2)cc1N1CCOCC1 across the screens: -0.4, 0, 15, -4, -5, 15, ·, 10, -0.2, -1, -7

Following part
SMILES	iPSC survival up	Vif inh	Peg3 promoter	PDI turbidity	HIF-2a block	NR2E3 ag-1	NR2E3 ag-2	TRPM1 prom inh	aDG glyco act	Granule exo inh	CaV13 FRET inh
Cc1ccc(C(=O)n2cnnc2N)cc1	2.8	20	0	0	12	-7	4	3	-0.2	3	-5
CCOC(=O)C1(Cc2cccc(F)c2)CCN(Cc2cnn(CC)c2C)CC1	0.1	2	14	-1	21	-24	2	-10	0.3	0	-6
O=[N+]([O-])c1cccc(N2Cc3ccccc3C2)c1	0.6	0	-97	0	-155	-33	3	-17	-0.1	0	-1
CCOC(=O)c1ccc(NC(=O)CCSCCc2ccccn2)cc1	0.9	-3	0	-2	-13	-13	11	-82	0.6	-9	-15
N#Cc1cc2ccccc2nc1SCC(=O)Nc1ccc(S(=O)(=O)N2CCCC2)cc1	-1.8	-19	12	2	-2	-15	2	17	1.5	10	-8
CCc1cc(C)cc(OCCNC(=O)c2ncn[nH]2)c1	-1.7	5	2	11	14	-20	2	1	0.0	4	-9
COc1ccc(Cl)cc1NC(=O)NCc1ccccn1	-0.3	·	12	-3	-7	16	1	-1	1.0	18	·
O=C(CN1C(=O)NC2(CCCCC2)C1=O)NCCCSc1ccccc1	0.4	-1	2	-9	9	-27	0	11	-0.3	2	-5
Cc1cc(NC(=O)CSc2nnc(NCc3ccco3)s2)no1	0.6	8	-19	5	-8	-11	1	-1	0.1	8	-2
Cc1cccc(C(=O)N(Cc2nc3ccccc3c(=O)[nH]2)C2CCCCC2)c1	0.7	-1	6	-1	9	7	1	4	-0.4	-4	-8
Cc1ccc(F)cc1NC(=O)CCC(=O)c1cccs1	-2.0	-9	6	2	-10	12	-1	-8	0.2	2	-5
COc1cc(NC(=O)Cn2cnc3c(nc4n3CCCCC4)c2=O)cc(OC)c1OC	-0.7	1	-8	-2	13	16	0	1	1.4	-14	-3
O=C(/C=C/c1ccco1)N1CCN(c2ccc(F)cc2)CC1	-0.7	-2	-18	7	-27	-26	-4	-6	-0.2	13	-17
